TrxR1 substrate: substrates of rat thioredoxin reductase 1; Potency, µM (doses to about 114 µM), for inactives: top-dose activity change, negative = substrate turnover; AID 588456; 390,000 compounds, 0.01% hits; O89049; purified TrxR1 substrate turnover, NADPH consumption readout; also: % is scaled to controls: 0 for no effect and ±100 for the full control effect; nearly all actives have a fitted effect of over 50% in size
Target sequence (O89049 whole entry, looked up): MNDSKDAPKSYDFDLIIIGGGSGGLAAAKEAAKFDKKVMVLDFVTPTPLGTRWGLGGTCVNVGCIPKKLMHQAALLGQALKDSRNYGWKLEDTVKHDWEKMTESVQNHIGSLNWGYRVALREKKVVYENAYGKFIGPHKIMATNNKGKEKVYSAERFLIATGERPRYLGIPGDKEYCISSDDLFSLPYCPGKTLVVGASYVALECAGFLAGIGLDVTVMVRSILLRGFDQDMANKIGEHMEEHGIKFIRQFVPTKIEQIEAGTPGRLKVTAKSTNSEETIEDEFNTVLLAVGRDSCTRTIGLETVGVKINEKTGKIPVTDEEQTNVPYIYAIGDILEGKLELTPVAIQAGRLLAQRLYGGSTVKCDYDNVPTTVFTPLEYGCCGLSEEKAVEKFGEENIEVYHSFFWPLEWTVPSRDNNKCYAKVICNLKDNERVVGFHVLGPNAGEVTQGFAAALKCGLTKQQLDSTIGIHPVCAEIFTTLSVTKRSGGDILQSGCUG
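Rat TrxR1, dispensed at 90 nM, was prereduced with 400 uM NADPH (final) for 5 min at ~22 deg C, then incubated with compound 15 min before 400 uM selenite. A first-read NADPH fluorescence drop versus no-compound background flagged substrates.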
ALOX12 inh: inhibitors of human 12S-lipoxygenase ALOX12; P18054; purified 12hLO, xylenol orange hydroperoxide absorbance; Potency, µM (series often up to 108 µM), for the others: top-dose activity change, negative = inhibition, hits mostly inhibitors; 580,000 compounds, 1.1% hits; AID 1671190; also: % is scaled to controls: 0 for no effect and ±100 for the full control effect
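Hydroperoxide product was detected by ferrous iron/xylenol orange as the 573 to 405 nm absorbance ratio. Arachidonic acid at 40 uM (final) was turned over for 30 min at room temperature by 150 nM human 12hLO, pH 7.0 Hepes buffer, after 15 min compound preincubation.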
RXFP1 ag: RXFP1 (human) receptor agonism; HEK293T-RXFP1 cAMP TR-FRET, 30 min; response scale: percent of porcine relaxin response, buffer zero; AID 2676; Q9HBX9; 370,000 compounds, 0.3% hits; Potency, µM (highest dose often 57.5 µM), for inactives: at the highest dose activation, usual class: activators; also: % is scaled to controls: 0 for no effect and ±100 for the full control effect; nearly all actives have a fitted effect of over 60% in size; many of its hits are not listed in these tables
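cAMP rise read by TR-FRET after 30 min, 37C compound exposure (up to 58 uM) in RXFP1-transfected HEK293 cells with Ro 20174 present. EC50 from Hill-equation fits, with 29 nM porcine relaxin as 100% and buffer as basal.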
USP1-UAF1 inh: inhibitors of human USP1/UAF1 deubiquitinase. 390,000 compounds, 0.23% hits. Potency, µM (titrated, usually from 57.1 µM), for inactives: top-dose activity change, negative = inhibition, usual class: inhibitors. O94782. recombinant USP1/UAF1, Ub-Rhodamine cleavage fluorescence; also: % is scaled to controls: 0 for no effect and ±100 for the full control effect; nearly all actives have a fitted effect of over 60% in size; inactives centre near -12
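USP1/UAF1 complex (1 nM) preincubated 15 min at room temperature with compound, then Ub-Rho substrate (150 nM final) added. Kinetic fluorescence at 480/540 nm over 6 reads at 60 s intervals; 50 mM HEPES pH 7.8, 0.5 mM EDTA, 0.1 mg/ml BSA, 1 mM TCEP, 0.01% Tween-20.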
mIDH1 inhibitor: blocks human mutant IDH1 R132H enzyme; 390,000 compounds, 0.093% hits; Potency, µM (series often up to 76.6 µM), for inactives: top-dose activity change, negative = inhibition, most hits filed as inhibitors; O75874; IDH1-R132H enzyme, NADPH consumption, diaphorase/resazurin fluorescence; also: % is scaled to controls: 0 for no effect and ±100 for the full control effect; nearly all actives have a fitted effect of over 65% in size
Target sequence (O75874 whole entry R132H, stated change not applied): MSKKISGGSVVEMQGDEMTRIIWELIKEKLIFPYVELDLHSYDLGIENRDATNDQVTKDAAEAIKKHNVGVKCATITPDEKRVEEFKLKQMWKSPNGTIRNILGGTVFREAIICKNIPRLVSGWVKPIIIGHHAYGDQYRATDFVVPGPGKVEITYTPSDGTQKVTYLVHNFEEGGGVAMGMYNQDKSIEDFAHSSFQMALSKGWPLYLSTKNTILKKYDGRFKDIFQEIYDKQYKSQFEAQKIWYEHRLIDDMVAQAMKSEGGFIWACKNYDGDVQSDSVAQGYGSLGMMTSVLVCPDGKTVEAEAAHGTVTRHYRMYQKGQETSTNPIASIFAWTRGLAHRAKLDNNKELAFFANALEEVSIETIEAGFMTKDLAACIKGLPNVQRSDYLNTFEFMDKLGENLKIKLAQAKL
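IDH1-R132H (0.5 ug/mL dispensed) in pH 7.5 Tris buffer was preincubated 30 min with compound, then given a substrate mix of 0.016 mM NADPH and 2 mM alpha-KG for 80 min at room temperature; remaining NADPH was read by diaphorase/resazurin fluorescence.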
rTrxR1 inhibitor: rat TrxR1 inhibition | O89049 | recombinant rTrxR1, NADPH fluorescence consumption, selenite substrate | Potency, µM (top dose mostly 114 µM), without a hit: top-dose activity change, negative = inhibition, hits mostly inhibitors | 390,000 compounds, 1% hits | AID 588453; also: % is scaled to controls: 0 for no effect and ±100 for the full control effect; nearly all actives have a fitted effect of over 65% in size
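Rat TrxR1 (90 nM in the dispensed reagent) was pre-reduced with 400 uM NADPH for 5 min at room temperature, then incubated with compound for 15 min. After 400 uM selenite was added, NADPH fluorescence (Ex 340/Em 450 nm) was followed for 8 min.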
Vif-A3G inh: Vif-A3G binding inhibition; HeLa A3G-eYFP + Vif (tagged APOBEC3G with the HIV-1 protein that degrades it), YFP fluorescence, overnight; AID 602310; Q9HC16; Potency, µM (doses to about 46.1 µM), for inactives: at the top dose activity, negative = active, actives largely listed as inhibitors; 410,000 compounds, 0.076% hits;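 also: % is scaled to controls: 0 for no effect and ±100 for the full control effect; nearly all actives have a fitted effect of over 60% in size; hits raise eYFP signal because A3G escapes Vif-driven loss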
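HeLa cells stably expressing Vif and C-terminally eYFP-tagged A3G, seeded overnight at 37 deg C, then exposed to compound by pintool overnight at 37 deg C. Rise in yellow fluorescence (Ex 488/Em 500-530, Acumen) marks blocked Vif-driven A3G degradation.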
RGS4 inh: human RGS4 inhibition; Transcreener GDP fluorescence polarization, RGS4-accelerated GTP hydrolysis; 390,000 compounds, 0.039% hits; Potency, µM (top dose mostly 114 µM), for inactives: at the top dose activity change, negative = inhibition, hits mostly inhibitors; also: % is scaled to controls: 0 for no effect and ±100 for the full control effect; nearly all actives have a fitted effect of over 75% in size; some results filed as inactive show a strong effect at the top dose
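MLSMR compounds (23 nl, pin-transferred) preincubated 10 min at room temperature with a 500nM (2x) first reagent, then RGS4 at 900nM (2x) plus Transcreener GDP mix added; fluorescence polarization (620/688 nm) read before and after 90 min at 30 °C.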
Vif-APOBEC3F blk: blocks the Vif interaction with APOBEC3F; HeLa A3F-eYFP + Vif (tagged APOBEC3F with the HIV-1 protein that degrades it), YFP fluorescence increase; 390,000 compounds, 0.2% hits; AID 602313; Potency, µM (highest dose often 46.1 µM), inactives show top-dose activity, negative = active; also: % of control where 0% means no effect; nearly all actives have a fitted effect of over 65% in size
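Fluorescence increase (Ex 488/Em 500-530) after overnight compound treatment at 37 deg C flags inhibition of Vif-driven A3F-eYFP loss in stable HeLa A3F-eYFP/Vif cells seeded overnight beforehand.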
* = called active by the depositor; i = inactive; u = inconclusive; x = no result given; & = joins results of further samples; [ ] = another dose, or the depositor's remark. Calls follow the shape of the dose curve; as a rule, active = well fitted curve in the direction sought with a large enough effect; inconclusive = small, poorly fitted or top-dose-only effect, or another doubt; inactive = no such curve, though single readings can be large; an effect the other way counts as inactive or inconclusive. Potency is read from the fitted curve at half-maximal effect. This is a subset (hit frequency here may not be typical).

SMILES	TrxR1 substrate	ALOX12 inh	RXFP1 ag	USP1-UAF1 inh	mIDH1 inhibitor	rTrxR1 inhibitor	Vif-A3G inh	RGS4 inh	Vif-APOBEC3F blk
Cc1c(NC(=O)c2cc(-c3ccc(Br)cc3)on2)c(=O)n(-c2ccccc2)n1C	-4%[57.1 µM]	u	-1.3%&-3.7%	-1%&-12%	-12%&1%	10%[57.1 µM]	-1%&-4%	-1%&-24%	-5%&-11%
CC(NC(c1ccccc1)c1ccccc1)C(=O)N1CCCc2ccccc21 (stereo not given)	-13%	-5%	3.5%	-4%	4%	-14%	-14%	-3%	1%
O=[N+]([O-])c1cccc(NC(=S)NCCc2ccccc2)c1	-10%	u	-3.2%	-13%	4%	-21%	-4%	-29%	-3%
C=CCOC(=O)C1=C(C)N=c2s/c(=C3\C(=O)N(CC(=O)O)c4ccccc43)c(=O)n2C1c1ccc(OC)cc1 (stereo not given)	-11%	u	2.5%	-15%	6%	35µM*	0%	13%[11.4 µM]	0%
CCOC(=O)CNC(=S)NN(C)C	3%	0%	-1.4%	-19%	-7%	4%	-9%	10%	19%
O=C(CNc1ccc(Br)cc1)c1ccccc1	4%[57.1 µM]	-1%	-1.0%	-16%	-4%	5%[57.1 µM]	-1%	1%	4%
CCCCOc1ccc(-c2nnn(C(C)(C)C(=O)OC)n2)cc1	4%[57.1 µM]	0%	2.5%	-12%	2%	20%[57.1 µM]	0%	40%	0%
Cc1cc(NC2CCCCC2)nc(NCc2ccccc2)n1	2%	u	2.3%	-26%	1%	7%	4%	14%[11.4 µM]	-11%
O=C(CC(=O)N/N=C/c1c(F)cccc1Cl)NCCc1ccccc1	6%	-27%	-4.6%	-13%	12%	5%	4%	-4%	-26%
CCN(CC)S(=O)(=O)c1ccc(NC(=O)c2nn(C)c3c2CSc2ccccc2-3)cc1	0%	-5%	-3.9%	-1%	0%	24%	2%	-16%	-8%
COc1ccc(NC(=O)C(CC(C)C)NC(=O)C2CCCCC2)cc1 (stereo not given)	13%[2.29 µM]	4%	0.7%	-21%	-9%	23%[2.29 µM]	-4%	4%	3%
COCCCNC(=O)c1cc2c(=O)n3cccc(C)c3nc2n(C(C)C)c1=N	758%[activator][57.1 µM]	-12%	15%	-18%	-4%	u	0%	10%	6%
COc1ccc(CNC(=O)Cn2nc3c(cc2=O)CCCC3)cc1	-3%[57.1 µM]	u	3.4%	-9%	8%	16%[57.1 µM]	-13%	-17%	-2%
COc1cccc(-n2sc3c(c2=S)-c2cc(OC)ccc2NC3(C)C)c1	-3%	u	2.6%	-13%	-2%	-16%	-21%	-42%	-23%
C=CCc1cccc(/C=N/NC(=O)C(=O)Nc2ccc(C)cc2)c1O	-1%[57.1 µM]	3%	1.6%	-4%	7%	19%[57.1 µM]	0%	u	11%
CCOC(=O)c1c(C)[nH]c(C)c1S(=O)(=O)NCc1ccccc1C	0%	-11%	-3.1%	-6%	3%	-7%	-6%	7%	2%
CCOc1cccc(C2c3c(oc4cc(C)c(C)cc4c3=O)C(=O)N2c2nc(C)c(C)s2)c1 (stereo not given)	3%	-15%	0.3%	-9%	19%	9%	-4%	-8%	-1%
COc1ccc(N(C(=O)c2ccncc2)S(=O)(=O)c2ccc(OC)c(OC)c2)cc1	-2%	-2%	7.2%	-19%	5%	11%	-12%	-5%	4%
CN(CC(=O)NC1CCCCCC1)S(=O)(=O)c1ccc(Br)cc1	-8%	204%[activator]	-4.7%	1%	3%	-5%	1%	21%	-18%
Cc1nc(C)c(CCNC(=O)c2ccccc2)s1	-8%	1%	2.0%	-3%	13%	-2%	-3%	14%	8%
CCC1=C(OC(=O)N(CC)CC)N2C(=O)OC(=NCCc3c[nH]c4ccccc34)[C@]2(Cc2ccccc2)[C@H]2C1=CC[C@H]1C(=O)N(c3ccccc3)C(=O)[C@H]12	4%[57.1 µM]	-4%	0.0%	7%	9%	22%[57.1 µM]	3%	-7%	0%
Cc1nc(NCCc2ccccc2)sc1C(=O)N(C)C	0%	u	0.4%	-13%	12%	5%	-3%	u	2%
CCOc1ccc(CCNC(=O)COC(=O)c2ccccc2O)cc1OCC	6%	-3%	1.1%	-13%	7%	5%	-10%	-10%	3%
Cc1cc(OCc2nn[nH]n2)c2c(C)c(CC(=O)O)c(=O)oc2c1	560%[activator]	u	4.3%	-6%	-3%	61%[activator]	-5%	-16%[56.9 µM]	-6%
COc1ccc(CCN(C(=O)/C=C/C(=O)O)C2CC(=O)N(c3ccccc3)C2=O)cc1 (stereo not given)	0%	-4%	-2.1%	-29%	4%	5%	0%	-5%	-10%

Already shown: entries from further up.
SMILES	TrxR1 substrate	ALOX12 inh	RXFP1 ag	USP1-UAF1 inh	mIDH1 inhibitor	rTrxR1 inhibitor	Vif-A3G inh	RGS4 inh	Vif-APOBEC3F blk
Cc1c(NC(=O)c2cc(-c3ccc(Br)cc3)on2)c(=O)n(-c2ccccc2)n1C	-4%[57.1 µM]	u	-1.3%&-3.7%	-1%&-12%	-12%&1%	10%[57.1 µM]	-1%&-4%	-1%&-24%	-5%&-11%
CC(NC(c1ccccc1)c1ccccc1)C(=O)N1CCCc2ccccc21 (stereo not given)	-13%	-5%	3.5%	-4%	4%	-14%	-14%	-3%	1%

Further records follow:
SMILES	TrxR1 substrate	ALOX12 inh	RXFP1 ag	USP1-UAF1 inh	mIDH1 inhibitor	rTrxR1 inhibitor	Vif-A3G inh	RGS4 inh	Vif-APOBEC3F blk
O=C(NC1CCCC1)C(c1cccnc1)N(C(=O)c1csnn1)c1ccc(F)cc1 (stereo not given)	-5%	0%	2.1%	-21%	-3%	3%	0%	-31%	-9%
CCOC(=O)c1cccc(NC(=O)CCS(=O)(=O)c2ccc3c(c2)CCN3C(=O)CC)c1	-6%	u	3.5%	-26%	21%	-5%	0%	-21%	-13%
COC(=O)Cc1c(C)c2cc3c(c(C)c2oc1=O)OCN(CCc1ccc(OC)cc1)C3	351%[activator]	u	16%	-3%	-5%	79µM*	-2%	-12%	2%
Cc1ccccc1CN1CCN(C(=O)c2cccc(F)c2)CC1	3%	u	1.2%	-1%	4%	7%	0%	-51%	x
O=C1CC(c2cccc(Cl)c2)CC(O)=C1C=NCCCO (stereo not given)	-3%	98%[activator][57.4 µM]	-0.2%	-11%	5%	-3%	1%	-33%	x
O=C(O)c1[nH]nc2c1COc1ccccc1-2	16%	-18%	-1.5%	-16%	2%	-11%	1%	-24%	4%
COc1ccc(-n2c(Cc3cccn3C)nnc2SCC(=O)Nc2nccs2)cc1	-5%	i	0.4%	-19%	6%	-24%	-3%	1%	3%
CC1CCN(C(=O)c2ccc(S(=O)(=O)NCc3ccco3)cc2)CC1	-7%	-7%	0.4%	-18%	-6%	16%[57.1 µM]	-2%	6%	-3%
C[C@@H]1CN([C@H](C)CO)C(=O)CCCn2cc(nn2)CO[C@H]1CN(C)C(=O)NC1CCCCC1	x	-9%	x	-10%	-10%	x	-2%	x	-7%
O=C(Cc1ccc(Br)cc1)N1CCN(C(=O)c2ccco2)CC1	7%	-5%	0.5%	-18%	-1%	4%	2%	16%	-3%
COc1ccc(NC(=O)c2oc3ccccc3c2NC(=O)COc2ccccc2OC)c(OC)c1	23%	1%	7.5%	-23%	1%	u	-2%	22%	-6%
O=C(CSc1nnc(-c2ccccc2F)o1)OCc1ccccc1	11%	-14%[57.4 µM]	1.1%	-8%	5%	37%[activator]	1%	-10%	-5%
Cc1cc([N+](=O)[O-])nn1CC(=O)NCCCN1CCOCC1	-3%	-6%	2.5%	-29%	-9%	0%	-1%	-7%	-8%
CCC(C)[C@H]1CN=C(N)N1CCc1cc(C(F)(F)F)cc(C(F)(F)F)c1 (stereo not given in full)	-2%[57.1 µM]	-18%	1.4%	u	8%	11%[57.1 µM]	3%	-9%	0%
COCCNC(=O)C(C)Oc1ccc(Cl)cc1Cl (stereo not given)	-2%	0%	0.0%	-15%	2%	-2%	0%	-10%	-4%
COc1ccc(NC(=O)COCC(=O)Nc2ccc(C)cc2)cc1	-3%	10%	-0.5%	2%	-2%	30%	0%	21%	2%
O=C1CC(c2ccc(Cl)cc2)n2nc(NS(=O)(=O)c3ccc(F)cc3)nc2N1 (stereo not given)	2%	0%	-1.4%	-19%	8%	2%	-2%	-4%	6%
Cc1cc(C)c2sc(N(Cc3cccnc3)C(=O)CCOc3ccccc3)nc2c1	-4%[57.1 µM]	u	-1.4%	-35%	-17%	2%[57.1 µM]	-2%	-40%	4%
COc1ccccc1NC(=O)C1CCN(C(=O)c2sc3nc[nH]c(=O)c3c2C)CC1	-3%[57.1 µM]	-16%	13%	16%	-6%	9%[57.1 µM]	1%	27%	4%
Nc1nc(CCl)nc(Nc2cccc3ccccc23)n1	-1%	16%	2.5%	-20%	4%	-10%	-20%	-3%	6%
Cc1cccc(Nc2sc(C(=O)c3ccc(Cl)cc3)c(N)c2C(N)=O)c1	2%[57.1 µM]	2%	0.3%	-13%	-2%	20%[57.1 µM]	-2%	21%	1%
COc1cc2cc(CN(CCN3CCOCC3)C(=O)Nc3ccc(F)cc3)c(=O)[nH]c2cc1OC	25%	-1%	-2.1%	-13%	15%	-11%	0%	-3%	-3%
